# IDE inh – human IDE inhibitors in live cells, primary screen, fluorescence polarization, HEK cells, FAbetaB substrate. FAbetaB cleavage. inhibition, % at 5.59 µM. hit rate 0.41% among 320,000;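 active means percent inhibition above the average of all tested compounds plus 3 SD, set per screening campaign, cut at about 16% in these data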;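 further: IDE supplied by intact live HEK cells; FP after avidin binding of uncleaved biotin substrate so inhibition keeps polarization high; 0% = DMSO wells and 100% = 60 µM reference IDE inhibitor Ii1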
# GalR3 antag – GalR3 antagonists in HEK293 cells, primary screen, cell-based, fluorescence readout. Galanin receptor type 3 (Homo sapiens), O60755. HEK293 GalR3-CNG cAMP membrane potential fluorescence; galR3 body fused to GalR1 C-terminus. inhibition, % at 3 µM. hit rate 0.44% among 360,000. AID 651719, 2012;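 active means inhibition above the screen-wide average plus 3 SD, cut at about 13% in these data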;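 further: forskolin and galanin both at EC90 stimulate the cells; cAMP rise reported by CNG channel membrane potential dye signal; 0% = forskolin plus galanin with DMSO and 100% = forskolin alone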
# Target sequence (O60755 1-299 limits assumed): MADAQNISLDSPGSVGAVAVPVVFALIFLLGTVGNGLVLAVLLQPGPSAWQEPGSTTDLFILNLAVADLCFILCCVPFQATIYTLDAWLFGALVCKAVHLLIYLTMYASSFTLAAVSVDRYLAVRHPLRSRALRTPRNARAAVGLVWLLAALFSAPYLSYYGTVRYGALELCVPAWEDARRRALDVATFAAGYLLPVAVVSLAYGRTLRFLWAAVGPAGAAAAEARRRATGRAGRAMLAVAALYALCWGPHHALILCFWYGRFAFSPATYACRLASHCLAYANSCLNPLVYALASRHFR
# CRFR2-BP ag – agonists of CRF-BP/CRF-R2 complex, primary screen, cell-based, HEK293, calcium dye fluorescence, uHTS. calcium dye fluorescence (FLIPR); percent of saturating CRF peptide response. activation, % at 13.2 µM. hit rate 0.46% among 350,000;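 active means activation of at least 50%, plus an integration ratio under a set limit after plate pattern correction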;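 further: plate controls were neutral control wells without compound for no effect and CRF at EC100 for full effect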
# pCIP destab – p/CIP-EGFP fusion destabilizers, primary screen, fluorescence, F442A cells; Q05BA5; 16 h; decrease of EGFP signal, % at 10 µM; hit rate 0.01% among 290,000; AID 1984, 2009;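 active means EGFP signal decrease of at least 30% at 10 µM or well 3 SD below plate mean, unless failing retest; inactive means the rest, including hits failing retest or dose response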; further: some compounds called inactive have numbers as strong as hits; many of its hits are not listed in these tables
# MEKK3 PB1 HTS – modulators of MEKK3-MEK5 PB1 binding, primary screen, biochemical, wildtype MEKK3, multiplex bead flow cytometry, Alexa488-MEK5. Mitogen-activated protein kinase kinase kinase 3 (Homo sapiens), Q99759. bead-based flow cytometry, Alexa488-MEK5 binding to MEKK3; actives lie on both sides; 0 = blocked by unlabeled MEK5, 100 = vehicle. binding response (% of control), % at 10 µM. hit rate 1.4% among 290,000. AID 1529, 2009;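 active means binding response more than 3 SD above or below the average of its plate-row segment, actives on both sides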;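 further: Alexa488 bead fluorescence after subtracting the streptavidin-only scavenger bead signal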
# PHOSPHO1 block – PubChem AID 1565; recombinant PHOSPHO1, absorbance phosphatase assay; inhibition, % at 13.3 µM; hit rate 1.1% among 290,000; in the data active means inhibition above about 60%
# Target sequence (Q8TCT1 whole entry, looked up): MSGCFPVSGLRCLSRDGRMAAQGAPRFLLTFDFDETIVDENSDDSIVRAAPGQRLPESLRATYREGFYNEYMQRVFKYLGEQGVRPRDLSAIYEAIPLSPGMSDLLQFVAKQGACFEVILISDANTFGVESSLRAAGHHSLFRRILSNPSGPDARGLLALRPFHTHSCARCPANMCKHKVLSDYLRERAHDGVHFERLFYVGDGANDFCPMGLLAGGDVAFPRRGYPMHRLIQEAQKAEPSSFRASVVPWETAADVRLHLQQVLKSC
# CHRM4 PAM – human M4 muscarinic receptor positive allosteric modulators, primary screen, CHO-K1 cells, Fluo-8 calcium fluorescence | Muscarinic acetylcholine receptor M4 (Homo sapiens), P08173 | CHO-K1 hM4/Gqi5, ACh EC20; 0% = ACh EC20, 100% = maximal ACh | activation, % at 3 µM | hit rate 0.4% among 360,000 | AID 624126, 2012;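 active means activation above its plate's cutoff, the mean activation of sample wells plus 3 SD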; further: some results filed as inactive read as strong as hits
# Target sequence (P08173 whole entry, looked up): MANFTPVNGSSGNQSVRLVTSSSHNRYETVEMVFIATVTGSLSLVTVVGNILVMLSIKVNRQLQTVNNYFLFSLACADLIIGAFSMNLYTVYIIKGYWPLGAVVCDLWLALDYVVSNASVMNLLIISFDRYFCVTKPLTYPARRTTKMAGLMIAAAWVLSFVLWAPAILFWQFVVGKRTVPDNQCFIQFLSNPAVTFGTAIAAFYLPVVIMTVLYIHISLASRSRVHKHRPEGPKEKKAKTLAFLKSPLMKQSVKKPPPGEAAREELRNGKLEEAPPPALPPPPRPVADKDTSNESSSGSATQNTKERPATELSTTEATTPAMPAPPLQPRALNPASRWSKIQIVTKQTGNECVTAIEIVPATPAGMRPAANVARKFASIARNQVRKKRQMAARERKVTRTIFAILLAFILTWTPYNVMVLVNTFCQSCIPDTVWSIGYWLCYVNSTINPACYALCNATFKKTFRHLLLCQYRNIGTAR
# CRFBP-R2 block – antagonists of CRF-BP/CRF-R2 complex, primary screen, cell-based, HEK293, calcium dye fluorescence, uHTS; CRF-induced calcium fluorescence; inhibition, % at 11.8 µM; hit rate 0.59% among 350,000; AID 588475, 2011;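 active means inhibition of the ligand-induced calcium signal above about 50% at the single tested concentration, limit read from the data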
# IDE act – human IDE activators in live cells, primary screen, fluorescence polarization, HEK cells, FAbeta-B substrate; FAbeta-B cleavage; 0% vehicle, 100% cell-free pure enzyme wells; activation, % at 5.96 µM; Insulin-degrading enzyme (Homo sapiens), P14735; hit rate 0.073% among 340,000;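 active means activation above the mean of all tested compounds plus 3 SD, set per screening campaign, cut at about 17% in these data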
# Numbers without * were called inactive; . = not tested or not shown.
SMILES,IDE inh,GalR3 antag,CRFR2-BP ag,pCIP destab,MEKK3 PB1 HTS,PHOSPHO1 block,CHRM4 PAM,CRFBP-R2 block,IDE act
O=c1[nH]c(N2CCCCC2)nc2ncn(Cc3ccccc3)c12,3,-4,1.8,-3,101,-19,-6,-12,8
Cc1ccc(Sc2ccc(S(=O)(=O)Nc3ccc(C(=O)O)cc3)cc2)cc1C,-3,-4,6.1,.,.,.,-3,7,-1
COc1ccc([C@H]2C=C3CN(C(=O)OC(C)(C)C)S(=O)(=O)[C@H]3C[C@H]2OC(=O)c2cccs2)cc1,-1,-5,-0.1,-9,95,-19,.,-2,.
O=C1CN(C(=O)c2ccc(Br)o2)C(c2ccccc2)c2cc(F)ccc2N1 (stereo unspecified),3,.,44,-21,109,2,-2,-114,-2
Cc1ccc(NC(=S)N2CCC(c3ccc(C)cc3)C2)cc1 (stereo unspecified),0,-1,0.1,-5,104,45,-11,6,5
C=CCN1CCN(C(c2ccc(Cl)cc2)c2nnnn2CCc2ccc(OC)c(OC)c2)CC1 (stereo unspecified),-3,-3,0.9,5,105,6,0,-4,9
CCCc1cc2c(cc1NC(=O)c1ccccc1F)OCO2,-2,-9,0.3,2,100,24,3,13,-4
Clc1ccc(C(Cn2ccnc2)OCc2c(Cl)cccc2Cl)c(Cl)c1 (stereo unspecified),4,-5,-1.6,.,.,.,-11,-14,4
O=C(Nc1ccccc1Cl)N(Cc1nc2ccccc2c(=O)[nH]1)Cc1cccs1,8,2,0.4,3,96,-21,-1,14,8
COc1ccc2[nH]c(=O)c(CN(CC3CCCO3)C(=S)Nc3cccc(C)c3)cc2c1 (stereo unspecified),1,-1,0.3,-6,101,-3,14,-33,2
O=C(O)CN1C(=O)/C(=C/c2ccccc2Br)Oc2ccccc21,-6,-2,0.6,-10,103,44,6,11,1
CC1CCN(C(=O)COC(=O)c2nn(C)c(=O)c3ccccc23)CC1,0,1,0.1,-3,109,56,9,1,-2
Cc1cccc2nc(CSc3nc4[nH]ncc4c(=O)n3-c3ccccc3Cl)cc(=O)n12,14,8,-0.6,-3,103,22,3,-14,-26
COc1ccc([C@@H]2[C@@H]3C(=O)N(C(C)(C)C)C(=O)[C@@H]3[C@]3(Cc4ccccc4)C(=O)N(c4cccc(F)c4)C(=O)N23)cc1,-2,-8,0.3,.,.,.,0,-7,-2
CC(Sc1ccc(S(=O)(=O)N2CCN(C)CC2)cn1)C(=O)Nc1cccc(Cl)c1Cl (stereo unspecified),.,-1,-1.3,.,.,.,5,2,3
COc1ccc(CCNC(=S)Nc2cccc(C)c2C)cc1,-4,1,-0.7,-24,95,10,5,10,1
CNC(=O)OCN1C(=O)C2CC=CCC2C1=O (stereo unspecified),.,5,-2.5,.,.,.,5,1,-6
O=C1CN(C(=O)CSc2nnc(-c3ccccc3)n2Cc2ccc3c(c2)OCO3)c2ccccc2N1,-3,-4,0.1,-24,109,69*,-4,1,5
CCc1ccccc1N1CSC2=C(C#N)C(c3cc(OC)c(OC)cc3OC)CC(=O)N2C1 (stereo unspecified),10,-5,-0.6,-16,97,6,8,-13,-12
O=C1CCC(C(=O)N(CCO)Cc2ccccc2)CN1CC1CCCCC1 (stereo unspecified),-2,3,-0.8,-14,100,38,0,12,1
CN(CC1CCCN(CCc2ccc(Cl)cc2)C1)C(=O)C(=O)c1ccco1 (stereo unspecified),-1,-8,4.5,-9,98,38,-5,-8,6
Cc1nn(-c2ccccc2)c(C)c1/C=C/C(=O)OCC(=O)NC1CCS(=O)(=O)C1 (stereo unspecified),1,0,-0.7,-11,101,-7,5,4,1
CC(C)Oc1ccccc1OCCCOc1cccc2cccnc12,-1,-6,-0.8,-2,102,-21,-7,21,-6
O=C1NC2(CCCc3ccccc32)C(=O)N1Cc1nnc(-c2ccccc2Br)o1 (stereo unspecified),1,-2,-3.9,-2,113,-2,6,-9,1
COc1ccccc1N1CCN(C(=O)c2ccc3c(=O)n4c(nc3c2)CCCCC4)CC1,1,-4,-2.0,.,.,.,1,-2,-5

# Retrieved one by one from the entries so far (three):
SMILES,IDE inh,GalR3 antag,CRFR2-BP ag,pCIP destab,MEKK3 PB1 HTS,PHOSPHO1 block,CHRM4 PAM,CRFBP-R2 block,IDE act
O=C1CN(C(=O)CSc2nnc(-c3ccccc3)n2Cc2ccc3c(c2)OCO3)c2ccccc2N1,-3,-4,0.1,-24,109,69*,-4,1,5
COc1ccccc1N1CCN(C(=O)c2ccc3c(=O)n4c(nc3c2)CCCCC4)CC1,1,-4,-2.0,.,.,.,1,-2,-5
CC(Sc1ccc(S(=O)(=O)N2CCN(C)CC2)cn1)C(=O)Nc1cccc(Cl)c1Cl (stereo unspecified),.,-1,-1.3,.,.,.,5,2,3

# A stretch of the results above:
SMILES,IDE inh,GalR3 antag,CRFR2-BP ag,pCIP destab,MEKK3 PB1 HTS,PHOSPHO1 block,CHRM4 PAM,CRFBP-R2 block,IDE act
CN(CC1CCCN(CCc2ccc(Cl)cc2)C1)C(=O)C(=O)c1ccco1 (stereo unspecified),-1,-8,4.5,-9,98,38,-5,-8,6
Cc1nn(-c2ccccc2)c(C)c1/C=C/C(=O)OCC(=O)NC1CCS(=O)(=O)C1 (stereo unspecified),1,0,-0.7,-11,101,-7,5,4,1
CC(C)Oc1ccccc1OCCCOc1cccc2cccnc12,-1,-6,-0.8,-2,102,-21,-7,21,-6
O=C1NC2(CCCc3ccccc32)C(=O)N1Cc1nnc(-c2ccccc2Br)o1 (stereo unspecified),1,-2,-3.9,-2,113,-2,6,-9,1
COc1ccccc1N1CCN(C(=O)c2ccc3c(=O)n4c(nc3c2)CCCCC4)CC1,1,-4,-2.0,.,.,.,1,-2,-5

# (next part)
SMILES,IDE inh,GalR3 antag,CRFR2-BP ag,pCIP destab,MEKK3 PB1 HTS,PHOSPHO1 block,CHRM4 PAM,CRFBP-R2 block,IDE act
COc1ccc(/C=C2\N=C(C)N(c3ccc(C(=O)O)cc3)C2=O)cc1OC,3,-3,-0.8,-2,107,12,1,-19,3
COc1cccc(-c2nc(CS(=O)CC(=O)NC3CCCCC3)c(C)o2)c1 (stereo unspecified),-2,.,-0.9,4,102,12,3,-3,11
CC1CCN(S(=O)(=O)c2cc3c4c(c2)CCN4C(=O)CC3)CC1,12,-4,1.6,.,.,.,8,-4,1
CCOC(=O)c1nnc(-c2ccccc2)o1,7,-4,0.9,14,100,16,8,0,1
Cc1nc(SCC(=O)N2CCCCCC2)[nH]c(=O)c1C,-2,-4,0.0,.,.,.,-2,5,4
CCc1cc2c(SCC(=O)Nc3ccc(NC(C)=O)cc3)ncnc2s1,4,-8,-0.1,.,.,.,-2,3,-3
CCC(CO)Oc1cc(NC(=O)c2ccc(F)cc2)c2ncn(C(C)C)c2c1 (stereo unspecified),3,-3,0.3,.,.,.,7,-5,2
O=C(c1cccc(S(=O)(=O)N2CCOCC2)c1)N(CCc1ccccc1)Cc1ccccc1,1,-5,-0.5,.,.,.,-7,5,-1
O=C(COC(=O)c1ccc2c(c1)OCO2)NCc1ccc2c(c1)OCO2,-4,-6,-0.3,-4,91,4,10,3,5
O=C(CCS(=O)(=O)c1cccc2nsnc12)N1CCN(C(=O)c2ccco2)CC1,-3,-1,-1.4,0,91,4,15,10,-4
Cc1cccc(C)c1NC(=O)C(=O)NCC1CCCN1S(=O)(=O)c1ccccc1 (stereo unspecified),-2,3,-0.3,.,.,.,-12,1,2
CCOC(=O)c1ccc(NC(=O)C(C)Sc2nc(O)c(-c3ccccc3)c(=O)[nH]2)cc1 (stereo unspecified),-4,-5,-0.9,9,102,27,-2,5,6
Cc1ccc(CNC(=O)c2nnc(CS(=O)(=O)c3ccccc3)o2)cc1,2,.,-2.7,-5,99,18,2,25,3
COCC(=O)Nc1ccc2c(c1)[C@@H]1C[C@H](CC(=O)OC)O[C@@H](CO)[C@@H]1O2,.,-3,5.8,.,.,.,-7,19,.
Oc1ccc(C2C(c3ccccc3)=NN=C(c3ccc(Cl)cc3)N2O)c(O)c1 (stereo unspecified),7,-5,-0.8,-13,94,0,4,-8,-2
O=C(Nc1nncs1)c1ccc(F)c(S(=O)(=O)N2CCCCC2)c1,.,0,0.3,2,95,.,2,-21,1
Nc1ccc2nc(-c3ccccc3)sc2c1,5,-5,-5.7,-10,99,-16,7,29,3
Cc1cc(C)n(C)c(=O)c1C#N,-5,-2,2.8,2,100,33,5,10,-1
Cc1ccc2c(CC(=O)O)coc2c1C,9,0,0.6,-8,98,32,4,0,-3
CCOc1ccc(CCNC(=O)COC(=O)c2cc([N+](=O)[O-])ccc2N2CCOCC2)cc1OCC,-1,2,-0.8,4,103,43,-6,-1,1
COC(=O)c1ccc(C23CC4(C2)[C@H](CN(CC2CCCCC2)[C@@H]4c2ccccc2)C3c2ccccc2)cc1 (stereo partly specified),1,-4,5.3,-17,102,26,-1,-10,-5
CCOC(=O)Nc1nc2ccc(Cn3cccc3)cc2[nH]1,.,-3,1.0,.,.,.,-3,-5,-3
Cc1ccc(OCCn2cnc(Cl)c2Cl)cc1,3,-1,-4.3,6,99,59,-2,25,3
O=C(O)c1cccc2sc3cc(Cl)ccc3c(=O)c12,4,-6,0.4,.,.,.,4,10,7
CC1(C)CC(=O)C(CC2=C(O)CC(C)(C)CC2=O)C(=O)C1,0,-3,-0.8,-2,89,6,19,-5,1
SMILES,IDE inh,GalR3 antag,CRFR2-BP ag,pCIP destab,MEKK3 PB1 HTS,PHOSPHO1 block,CHRM4 PAM,CRFBP-R2 block,IDE act
COc1cccc(NC(=O)CSc2nc3ccccc3n2C)c1,7,-6,-0.1,-6,99,47,-7,-6,-4
CCn1c(=N)n(CC(=O)c2cccc(OC)c2)c2ccccc21,0,-1,-1.4,-2,87,32,3,1,-2
COc1ccc(CSCCNC(=S)Nc2ccccc2)cc1Cl,5,0,0.2,-28,108,25,-27,23,4
COc1cccc(CNC(=O)CN2C(=O)COc3ccc(S(=O)(=O)N4CCCCC4)cc32)c1,5,5,-3.8,2,103,-22,-2,7,2
CCCN(CC(=O)Nc1ccccc1C)C(=O)CCNC(=O)c1ccccc1Cl,5,-1,-0.7,.,.,.,10,9,-2
CCOc1ccc(NC(=O)c2ccccc2NC(=O)c2cccnc2)cc1,0,-2,0.1,-11,109,-38,1,1,3
Cc1ccc(S(=O)(=O)N2CCN(C(=O)c3ccc(COc4ccccc4)o3)CC2)cc1,7,-5,0.4,.,.,.,9,3,4
COc1ccc(NC(=O)C(C)N2C(=O)c3ccccc3C2=O)cc1S(=O)(=O)N1CCOCC1 (stereo unspecified),1,-1,0.4,-4,90,0,-7,-16,-1
Cc1nnc(C)c2c(C)n(N)c(C)c12,0,-1,-0.2,-3,102,20,4,-4,.
Cc1ccc(C(=O)NCCOc2cccc3cccnc23)cc1Cl,5,0,-0.5,2,107,34,1,8,5
